# NPY1 pot ag – potentiators or agonists of human neuropeptide Y receptor Y1 | NPY-Y1 expressing cells, potentiator/agonist activation | 220,000 tested, 0.37% active | P25929 | activation, % at 3.6 µM; in the data active = activation above about 33%, passing the limit was not always enough;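 note: cells stimulated with NPY at EC10 then isoproterenol at EC100; 0% = low agonist plus stimulus and 100% = saturating agonist plus stimulus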
# Target sequence (P25929 whole entry, looked up): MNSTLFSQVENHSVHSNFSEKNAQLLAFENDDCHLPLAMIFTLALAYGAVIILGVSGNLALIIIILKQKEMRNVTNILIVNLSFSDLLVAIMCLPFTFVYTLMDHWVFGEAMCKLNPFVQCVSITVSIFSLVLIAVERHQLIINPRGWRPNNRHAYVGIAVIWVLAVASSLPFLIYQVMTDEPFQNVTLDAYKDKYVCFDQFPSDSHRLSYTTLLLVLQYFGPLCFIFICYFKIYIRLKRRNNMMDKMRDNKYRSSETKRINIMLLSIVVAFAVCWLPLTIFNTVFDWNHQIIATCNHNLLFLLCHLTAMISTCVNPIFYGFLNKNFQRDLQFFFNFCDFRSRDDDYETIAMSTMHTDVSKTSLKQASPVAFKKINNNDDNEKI
# CHOP inh – blocks CHOP induction under ER stress; 220,000 tested, 3.8% active; CHO-K1 CHOP-promoter luciferase, tunicamycin-induced, 15-18 h; AID 2732; inhibition, % at 10 µM;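 active = compounds that reduced the stress-induced luciferase reporter signal by more than about 70% of percent inhibition, limit read from the data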;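 note: 0% = tunicamycin plus vehicle and 100% = wells without tunicamycin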
# EP2 antag – inhibitors of human EP2 prostaglandin E2 receptor. C6 glioma cells expressing human EP2, cAMP TR-FRET; cells stimulated with saturating PGE2. inhibition, % at 25 µM. P43116. 260,000 tested, 0.52% active;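 active = percent inhibition above 40 after rounding to a whole number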;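 note: rat C6 glioma host cells with rolipram phosphodiesterase inhibitor present; the protocol text gives 20 µM as final concentration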
# Target sequence (P43116 whole entry, looked up): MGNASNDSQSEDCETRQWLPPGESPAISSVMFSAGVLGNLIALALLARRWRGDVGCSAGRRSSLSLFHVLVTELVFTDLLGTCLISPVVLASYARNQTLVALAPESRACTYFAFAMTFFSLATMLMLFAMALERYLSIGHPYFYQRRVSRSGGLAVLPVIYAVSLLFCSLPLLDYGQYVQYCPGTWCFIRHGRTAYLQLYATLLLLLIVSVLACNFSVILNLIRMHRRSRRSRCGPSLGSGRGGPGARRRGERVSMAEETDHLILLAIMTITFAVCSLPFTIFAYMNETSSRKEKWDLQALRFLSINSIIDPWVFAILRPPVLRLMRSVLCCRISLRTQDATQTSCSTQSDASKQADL
# EP2 modulator – modulates human prostaglandin E2 receptor EP2 signaling. EP2-expressing cells, cAMP HTRF FRET, PGE2 co-stimulation. 260,000 tested, 0.83% active. P43116. induction, % at 25 µM;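 active = compounds whose cAMP rise, as percent of the full-agonist control response, exceeds 60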;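 note: rat C6 glioma line stably carrying human EP2 under a CMV promoter; the protocol text gives 20 µM as final concentration; 100% = response of wells given 1 µM PGE2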
# 14-3-3 Bad inh – disrupts binding of bovine 14-3-3 zeta to phospho-Bad peptide; P63103; TR-FRET 14-3-3zeta/Dy647-pBad peptide displacement, 1 h; inhibition, % at 21.7 µM; 220,000 tested, 0.71% active;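 active = inhibition above about 70%, limit read from the data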;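 note: 0% = full 14-3-3 plus peptide FRET controls and 100% = background without 14-3-3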
# Target sequence (P63103 whole entry, looked up): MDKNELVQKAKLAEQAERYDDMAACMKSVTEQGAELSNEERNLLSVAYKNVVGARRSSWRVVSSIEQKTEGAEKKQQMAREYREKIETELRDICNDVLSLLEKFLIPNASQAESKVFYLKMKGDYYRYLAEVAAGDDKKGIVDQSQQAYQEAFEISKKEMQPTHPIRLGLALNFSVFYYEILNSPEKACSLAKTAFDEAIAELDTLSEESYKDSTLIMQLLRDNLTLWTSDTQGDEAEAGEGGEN
# TRPML3 agonist – agonists of human TRPML3 channel; Q8TDD5; HEK293 TRPML3-YFP, Fluo-8 calcium fluorescence; 100% = the carbachol control signal; activation, % at 3 µM; 220,000 tested, 0.29% active; AID 1448;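 active = activation above its plate's cutoff, the mean activation of the plate's test wells plus 3 SD, cut at about 12% in these data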;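 note: 0% = DMSO only wells and 100% = carbachol wells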
#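 Test system: TRPML3-YFP stable HEK293 cells. Doses: single point at 3 µM. Incubation: dye loading 1 h 37 °C then 30 min ambient, 125 s read. Signal: Fluo-8 calcium dye fluorescence, ex 470-495, em 515-575 nm. Measure: percent activation from peak-to-basal fluorescence ratio, scaled between DMSO and carbachol.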
# PPC-1+TRAIL kill – PPC-1 cancer cell killing with TRAIL present | 220,000 tested, 0.41% active | cell killing (% activity), % at 4 µM | AID 1443 | PPC-1 cells + TRAIL, ATPLite viability luminescence;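 active = cell killing above 50% in the first pass at 4 µM, then a duplicate retest at 5 µM averaging 50% or more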;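 note: plate controls were cells with TRAIL plus DMSO for no effect and medium-only wells lacking cells for full effect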
# NPY-Y1 antag – antagonists of human neuropeptide Y receptor Y1. HEK293-CNG Y1 cells, membrane potential fluorescence; NPY at EC95, then isoproterenol. inhibition, % at 3.6 µM. 200,000 tested, 1% active;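 active = inhibition above the campaign mean inhibition of all tested compounds plus 3 SD, cut at about 20% in these data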;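 note: 0% = DMSO wells given NPY plus isoproterenol and 100% = isoproterenol alone without NPY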
#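 Material: HEK293 cells co-expressing NPY Y1 receptor and cyclic-nucleotide gated channel. Timing: compound incubation 1 h at room temperature, readout 45 min post-stimulation. Signal: fluorescence, membrane potential probe.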
# zfTRPN1 agonist – agonists of zebrafish TRPN1 channel | HEK293 zebrafish TRPN1-YFP, Fluo-8 calcium fluorescence; 100% = response to 87 µM carbachol | activation, % at 3 µM | 220,000 tested, 0.18% active | AID 1424;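 active = activation above its plate's cutoff, the mean activation of test wells on that plate plus 3 SD, cut at about 19% in these data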;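 note: 0% = DMSO alone and 100% = 87 µM carbachol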
#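 Control set: carbachol 87 µM as high control, DMSO as low control; system: HEK293 stable line with zebrafish TRPN1-YFP; read-out: % activation versus carbachol response; detection: intracellular calcium fluorescence with Fluo-8; doses: single test compound dose, 3 µM nominal, 0.3% DMSO; schedule: dye 1 h 37 °C plus 30 min RT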
# Starred values were filed as active, the others as inactive; . = no result given; & = joins results of further samples; [ ] = remark or other dose.
SMILES,NPY1 pot ag,CHOP inh,EP2 antag,EP2 modulator,14-3-3 Bad inh,TRPML3 agonist,PPC-1+TRAIL kill,NPY-Y1 antag,zfTRPN1 agonist
Cc1nc(CS(=O)(=O)c2ccccc2)cc(Sc2ccc(Cl)cc2Cl)n1,-8.4,44.0,11.6,-1.7,-7.7,-0.2,17.4,12.4,1.9
Cn1c(Cn2c(=O)sc3ccccc32)nnc1SCC(=O)Nc1cccc(Cl)c1,2.4,-19.8,6.9,-12.3,14.5,0.0,1.0,-2.1,-0.6
O=C(CSc1nn(-c2ccc(Cl)cc2)c(=S)s1)N1CCN(C(=O)c2ccco2)CC1,1.2,29.8,4.2,-17.9,-12.0,-0.1,-0.5,3.2,1.2
Cc1nc(-c2ccc(NS(C)(=O)=O)cc2)cs1,-3.4,-14.5,9.4,-14.6,8.5,0.7,20.4,9.4,0.3
Clc1ccc(/C=C/c2nc3ccccc3[nH]2)c(Cl)c1,0.1,62.5,4.4,-32.2,15.7,-0.1,94.2*[5 µM],6.2,-0.2
COC(=O)c1sccc1NC(=O)CSc1ccc(Cl)cc1,-10.7,69.8,5.8,34.4,-4.4,-1.5,-0.5,11.1,-2.1
CCN(CC)Cc1c(O)c(Cl)cc2c(C)cc(=O)oc12,-4.3,1.2,1.6,0.9,10.7,1.4,27.7,13.4,1.4
CC(=O)NC(c1ccccc1)c1cc([N+](=O)[O-])c2cccnc2c1O (centres undefined),-15.4,17.6,0.5,14.6,-17.1,1.2,12.7,3.1,1.1
COCCNC(=O)c1onc(CSc2ccc(F)cc2)c1C(=O)NCCOC,.,15.7,8.3,19.5,-6.5,.,17.2,.,.
O=c1c2c3c(sc2[nH]c(=S)n1Cc1ccco1)CCC3,6.6,-9.9,40.1*,43.8,20.6,-0.9,14.0,.,-1.2
Cc1nn(CCOc2ccccc2)c(=O)n1-c1ccccc1F,-12.4,-57.1,5.0,26.7,-1.9,0.6,-14.1,-1.5,0.4
Nc1nc(NCC2CCCO2)nc(Nc2ccccc2)c1[N+](=O)[O-] (centres undefined),8.4,18.4,5.4,9.9,15.0[fluorescence artefact?],0.7,12.8,-3.3,0.1

# The last 3 compounds of the section before are carried over, then new ones follow:
SMILES,NPY1 pot ag,CHOP inh,EP2 antag,EP2 modulator,14-3-3 Bad inh,TRPML3 agonist,PPC-1+TRAIL kill,NPY-Y1 antag,zfTRPN1 agonist
O=c1c2c3c(sc2[nH]c(=S)n1Cc1ccco1)CCC3,6.6,-9.9,40.1*,43.8,20.6,-0.9,14.0,.,-1.2
Cc1nn(CCOc2ccccc2)c(=O)n1-c1ccccc1F,-12.4,-57.1,5.0,26.7,-1.9,0.6,-14.1,-1.5,0.4
Nc1nc(NCC2CCCO2)nc(Nc2ccccc2)c1[N+](=O)[O-] (centres undefined),8.4,18.4,5.4,9.9,15.0[fluorescence artefact?],0.7,12.8,-3.3,0.1
CC(=O)Nc1c(Cl)n(C(C)=O)c2ccccc12,-3.5,-8.5,3.3,-8.0,-5.5,0.2,16.3,-6.5,0.2
O=C(Nc1ccc(Br)cc1)c1ccc(Br)c(S(=O)(=O)Nc2cccnc2)c1,11.9,-0.4,10.8,10.0,7.6[fluorescence artefact?],0.7,8.1,0.1,-1.6
OCCC1CN(Cc2nc3ccccc3s2)CCN1CCc1ccccc1 (centres undefined),5.7,3.3,2.5,-43.5,-8.2,1.6,14.6,3.3,-0.9
O=C(C1=C[C@H](c2ccc(C(F)(F)F)cc2)C[C@H](OCCCCO)O1)N1CCN(Cc2ccccc2)CC1,6.8,8.6,.,-23.0,-0.3,0.6,22.3,0.0,0.7
O=C(c1cc(N2CCCCC2)nc2ccccc12)N1CCOCC1,11.5,0.4,8.9,9.8,-12.1,0.1,0.1,-1.3,1.4
Cc1ccc(NC(=O)CSc2nnc(-c3cccs3)o2)cc1S(=O)(=O)N(C)C,14.3,-15.0,6.6,8.5,-12.3,0.7,24.4,-1.1,1.1
Cc1cc2cc(CNC(=O)c3ccc(Br)o3)ccc2n1C,.,-15.4,10.6,-1.8,7.2,.,3.7,.,.
O=C(COC(=O)CCC(=O)c1cccs1)NC(=O)c1ccc(OC(F)F)cc1,0.9,14.1,4.3,11.3,-18.8,0.8,3.4,6.8,1.8
CCSS(=O)(=O)c1cccc2cccnc12,33.2,8.1,14.3,-37.9,14.9,0.4,10.2,.,-0.1
CCCn1c(SCC(=O)Nc2ccccc2N2CCOCC2)nc2c1c(=O)n(C)c(=O)n2C,10.3,18.8,8.9,3.5,-8.4,0.9,35.3,-0.7,-0.4
CCn1c(Cc2ccc(OC)cc2)nnc1SCc1nc2ccccc2c(=O)[nH]1,0.6,-21.0,6.1,3.5,-2.7,0.4,-10.7,-3.6,-0.8
O=C(CSc1n[nH]c(=O)n1-c1ccc2c(c1)OCCO2)Nc1ccccc1,-0.5,-4.5,12.2,-12.8,-16.8,0.8,5.0,.,0.1
Cc1ccc2c(CNCc3ccco3)cc(=O)oc2c1,7.9,-2.4,8.6,-10.2,-11.4[fluorescence artefact?],-0.3,29.7,8.7,0.8
COc1cccc(C(=O)n2cnnc2N)c1OC,-14.3,43.3,5.5,14.2,-1.3,0.9,15.6,-0.3,1.9
CCOC(=O)CNC(=O)CSc1nc(-c2ccc(C)cc2)ns1,0.1,-20.2,5.5,-28.2,-6.8,0.6,27.8,-1.3,-0.1
C=CCN1CCN(C(CC(C)C)c2nnnn2CCOC)CC1 (centres undefined),-10.3,-20.9,16.8,24.8,37.4[fluorescence artefact?],0.9,5.5,3.2,-0.3
CCOC(=O)c1cc(NC(=O)C2C3CCC(O3)C2C(=O)O)cc(C(=O)OCC)c1 (centres undefined),5.2,15.5,6.7,22.4,-4.0[fluorescence artefact?],-0.7,16.8,1.5,1.4
COC(=O)COc1cccc(-n2cnnn2)c1,8.6,7.9,8.9,-20.9,3.4,0.6,15.1,1.6,-0.4
COc1cc2cc(CN(CCO)S(=O)(=O)c3ccccc3)c(=O)[nH]c2cc1OC,5.1,26.0,-0.1,19.9,-0.4,0.5,-18.0,0.6,-0.3
COC(=O)CCCCCNC(=S)Nc1ccc2[nH]c(=O)[nH]c2c1,20.8,-17.7,2.4,24.7,2.1,0.8,-4.5,.,2.3
CCOC(=O)C(NC(=O)Nc1ccc(O)cc1)(c1ccccc1)C(F)(F)F (centres undefined),7.2,14.1,8.0,-3.0,-5.8,1.0,11.2,-6.4,1.1
CCOc1ccc(NC(=S)NCc2ccc3c(c2)OCO3)cc1,5.5,7.6,7.1,-38.1,-5.7,0.1,14.9,.,-0.3
COc1ccc(C(=S)N2CCN(c3cccc(Cl)c3)CC2)c(OC)c1,23.3,28.3,13.9,-74.9,-14.8,0.0,9.6,10.8,-1.4
CCC(=O)Nn1c(C)nnc1C,-7.3,8.9,11.2,20.3,-5.8[fluorescence artefact?],0.8,7.4,10.2,2.4
Cc1ccc2c(c1)N(CC(=O)N1CCCCCC1)C(=O)CO2,2.3,13.9,9.0,-0.1,-4.1,0.4,-1.3,3.4,0.3
CC1CCC2(CC1)NC(=O)N(Cc1nc(-c3ccccc3)no1)C2=O (centres undefined),-9.3,9.1,9.9,16.4,-12.9,0.6,2.3,7.0,0.1
COc1cccc(NC(=O)n2nc(N)cc2-c2ccc(Cl)cc2)c1,19.6,25.1,9.0,-3.3,1.8,0.2,20.1,2.6,-0.6
O=C(O)COc1ccc(/C=N/NC(=O)Cc2ccc(Cl)cc2)cc1,2.7,11.3,14.2,-13.4,-3.6,0.0,6.7,.,-2.6
COc1ccc(N2CC(C(=O)NCc3ccco3)CC2=O)cc1 (centres undefined),2.0,3.5,2.0,-11.4,8.0,-0.1,14.2,4.8,-0.6
Oc1ccc(N=Cc2ccc(O)c(O)c2)cc1,19.2,.,8.9,-11.0,85.9*[fluorescence artefact?],-0.2,26.2,1.8,2.5
Cn1nc(NC(=O)C(F)(F)F)c2ncc(-c3ccc(Cl)cc3)nc21,-1.4,-20.5,4.3,8.0,4.0,0.3,25.2,.,1.2
Cc1ccc(NC(=O)CN(C)C(=O)CSc2nc3ccccc3o2)cc1,-41.5,-6.3,.,-0.7,5.4,-0.4,13.0,1.4,-0.7
COc1ccc(C(=O)OCCN2CCOCC2)cc1OC,6.8,-18.1,8.8,11.3,29.7[fluorescence artefact?],0.3,-9.2,0.1,0.4
CCCn1c(=O)c(C(=O)NCc2cccnc2)c(O)c2ccccc21,-5.6,1.4,14.4,51.8,-17.7,0.6,-4.4,0.1,0.5
Cc1[nH]c2ccc(F)cc2c(=O)c1SC(F)(F)C(F)F,9.4,32.0,15.1,-4.4,2.1,0.3,-20.3,-2.5,1.0
Cc1nc(C)n(C(C)CC(=O)O)n1 (centres undefined),10.1,18.4,4.5&8.3,11.9&18.3,14.1,0.7,-19.6,-3.7,3.7
CC(C)c1ccc(CN2CC(C(=O)O)CC2=O)cc1 (centres undefined),-22.1,23.8,8.2,28.7,-1.1,0.8,-7.2,-7.3,0.7
CC(C)(C)c1ccc(/C([O-])=C(/C(=S)NCc2ccco2)[n+]2ccccc2)cc1,8.5,-29.9,15.6,7.5,-17.3,0.3,20.3,6.0,0.7
Cc1nn(C(=O)/C(C#N)=C/N(C)C)c(C)c1C,4.5,12.7,5.3,6.7,9.8,0.4,3.6,0.5,-1.2
C/C(=C\C(=S)Nc1ccccc1)Nc1ccc2ccccc2c1,-16.6,18.3,5.9,-7.6,-8.2,0.3,9.4,-1.2,0.3
COC(=O)NNC(=O)COc1cc(C)ccc1C,7.8,17.5,4.8,-11.6,10.0,0.0,24.5,6.8,2.2
CCOc1ccc(Nc2nc(NCc3ccco3)nc(N)c2[N+](=O)[O-])cc1,2.6,-0.3,3.1,30.9,7.9,0.6,2.4,.,0.2
Cc1cnc(C(=O)OCC(=O)NCCc2ccccc2)cn1,-1.2,18.9,5.1,18.2,2.9,0.7,-4.9,6.0,0.0
CCOC(=O)c1cc(C#N)c(SCC(N)=O)[nH]c1=O,18.2,10.8,7.3,-2.1,30.3,1.8,-2.1,.,2.9
CC1(C)C(c2cccs2)=[N+]([O-])C2(CCCCC/C2=N\NC(N)=O)N1O (centres undefined),-16.1,-1.1,15.3,22.6,4.9,0.1,18.6,0.5,-0.6
COC(=O)CNC(=O)c1cccs1,4.6,-5.0,7.2,15.2,5.5,1.3,9.9,-1.9,1.2
O=C(NC1CCCCC1)c1ccc(Cn2cc(Br)cn2)o1,-11.7,37.6,19.7,57.8,4.7,-1.2,-2.7,-0.6,-1.2
COC(=O)c1ccc(NC(=O)CN2CCN(c3ccccc3C)CC2)cc1,54.2*,9.6,3.4,-3.2,-3.2,0.2,2.6,13.0,0.1

# High-throughput results (PubChem BioAssay)

# Not all compounds are listed; count on the stated rates, not on these rows.
